Compound activity: PubChem, several laboratories
MazEF act = activators of E. coli MazEF toxin-antitoxin RNase, primary screen, biochemical, fluorescence, uHTS; Endoribonuclease toxin MazF (Escherichia coli (strain K12)), P0AE70; AID 504720, 2011; 0.32% of 350,000 active; activation, % at 20 µM; FAM/BHQ RNA-DNA oligo cleavage fluorescence, 5 h; in the data active means activation above about 50%
FadD28 binding = inhibitors of FadD28 bisubstrate probe binding, primary screen, biochemical, fluorescence polarization, single point; 0.22% of 360,000 active; Mycobacterium tuberculosis FadD28 fatty-acid-AMP ligase; inhibition, % at 12.5 µM; AID 588549, 2011; in the data active means inhibition above about 8.5%, passing the limit was not always enough; inconclusive means no clear call, values can overlap the other calls
VHR inh abs = VHR1 phosphatase inhibitors, primary screen, biochemical, absorbance, uHTS; 0.52% of 290,000 active; recombinant VHR phosphatase, pNPP absorbance; Dual specificity protein phosphatase 3 (Homo sapiens), P51452; inhibition, % at 13.3 µM; in the data active means inhibition above about 50%; further: some compounds called inactive have numbers as strong as hits
Target sequence (P51452 whole entry, looked up): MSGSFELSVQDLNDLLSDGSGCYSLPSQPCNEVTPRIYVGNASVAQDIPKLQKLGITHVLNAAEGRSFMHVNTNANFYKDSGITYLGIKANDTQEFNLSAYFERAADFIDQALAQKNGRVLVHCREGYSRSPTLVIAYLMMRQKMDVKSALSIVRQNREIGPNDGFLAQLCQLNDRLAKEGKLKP
Rv3671c inh = Rv3671c serine protease inhibitors, primary screen, biochemical, fluorescence polarization, M. tuberculosis H37Rv; P9WHR9; inhibition, % at 5.96 µM; 0.048% of 320,000 active; AID 2606, 2010; in the data active means inhibition above about 38%;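 further: extracellular domain of Rv3671c used as enzyme; 0% = enzyme with DMSO and 100% = no enzyme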
Target sequence (P9WHR9 whole entry, looked up, the tested form may be a part): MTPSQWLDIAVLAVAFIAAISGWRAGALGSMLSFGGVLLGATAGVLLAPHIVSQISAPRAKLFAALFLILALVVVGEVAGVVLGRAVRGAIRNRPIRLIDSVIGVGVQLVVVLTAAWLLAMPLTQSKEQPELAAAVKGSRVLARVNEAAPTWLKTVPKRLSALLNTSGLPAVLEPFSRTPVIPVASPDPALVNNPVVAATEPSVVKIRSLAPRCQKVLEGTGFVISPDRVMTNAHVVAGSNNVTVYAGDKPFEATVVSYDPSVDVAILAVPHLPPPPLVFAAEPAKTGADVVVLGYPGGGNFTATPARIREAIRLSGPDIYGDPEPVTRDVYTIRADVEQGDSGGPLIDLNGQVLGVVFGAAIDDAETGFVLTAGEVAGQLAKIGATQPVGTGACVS
Mtb FBA inh = Mtb FBA enzyme inhibitors, primary screen, biochemical, fluorescence, strain H37Rv | purified M. tuberculosis FBA, fluorescence read-out | 2.3% of 360,000 active | Fructose-bisphosphate aldolase (Mycobacterium tuberculosis (strain ATCC 25618 / H37Rv)), … | inhibition, % at 1 µM; in the data active means inhibition above about 27%;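 further: 0% = vehicle and 100% = reference inhibitor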
Mtb UGM inh = M. tuberculosis UGM enzyme inhibitors, primary screen, biochemical, fluorescence polarization, single point. purified UGM, fluorescence polarization probe displacement. inhibition, % at 10 µM. UDP-galactopyranose mutase (Mycobacterium tuberculosis (strain ATCC 25618 / H37Rv)), …. 0.06% of 320,000 active. AID 504406, 2011; in the data active means inhibition above about 10%, passing the limit was not always enough; inconclusive means no clear call, values can overlap the other calls
Target sequence (P9WIQ1 whole entry, looked up): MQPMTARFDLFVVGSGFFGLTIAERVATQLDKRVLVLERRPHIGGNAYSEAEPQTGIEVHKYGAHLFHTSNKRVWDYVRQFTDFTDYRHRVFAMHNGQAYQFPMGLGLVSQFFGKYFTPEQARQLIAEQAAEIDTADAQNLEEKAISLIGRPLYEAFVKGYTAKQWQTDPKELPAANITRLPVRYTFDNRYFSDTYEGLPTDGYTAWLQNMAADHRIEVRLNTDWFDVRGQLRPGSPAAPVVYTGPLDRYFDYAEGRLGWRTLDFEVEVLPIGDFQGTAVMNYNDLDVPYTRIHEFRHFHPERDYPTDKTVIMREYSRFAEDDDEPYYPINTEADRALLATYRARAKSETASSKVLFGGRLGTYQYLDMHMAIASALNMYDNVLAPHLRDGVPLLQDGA
Mtb BioA inh = M. tuberculosis BioA enzyme inhibitors, primary screen, biochemical, plate reader, single point, HTS; purified M. tuberculosis BioA enzyme; inhibition, % at 9.99 µM; 0.096% of 360,000 active; in the data active means inhibition above about 40%; inconclusive means no clear call, values can overlap the other calls
GDH-TPI counter = GDH-TPI coupling enzyme inhibitors, primary screen, artefact control for M. tuberculosis FBA inhibitor project, biochemical, absorbance, full deck; 1.2% of 360,000 active; GDH-TPI coupled enzyme counterscreen, NADH absorbance; inhibition, % at 4.8 µM;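 further: 0% = DMSO wells and 100% = wells lacking the enzyme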
BoNT-F LC inh = BoNT/F light chain protease inhibitors, primary screen, biochemical, flow cytometry, MLPCN library; Botulinum neurotoxin type F light chain protease (Clostridium botulinum); Multiplex microsphere protease cleavage assay; inhibition, % at 10 µM; 0.22% of 360,000 active; AID 588497, 2011; in the data active means inhibition above about 35%, passing the limit was not always enough; inconclusive means no clear call, values can overlap the other calls; further: plate controls were buffer without enzyme for full effect and enzyme alone for no effect
CCHF vOTU inh = CCHFV vOTU protease inhibitors, primary screen, biochemical, Pep-AMC substrate, fluorescence. 0.55% of 370,000 active. AID 651958, 2012. inhibition, % at 11.5 µM. Crimean-Congo hemorrhagic fever virus L polyprotein viral ovarian tumor (vOTU) protease …; further: 0% = vehicle wells with enzyme and 100% = no enzyme wells
Numbers without * were called inactive; ? = inconclusive; . = no result given. Unless noted, no stated cut-off is given here; in the data, active means inhibition above about 30%; inactive means the rest. Compounds were not picked by outcome; overall some 4.9% were active at least once.

SMILES	MazEF act	FadD28 binding	VHR inh abs	Rv3671c inh	Mtb FBA inh	Mtb UGM inh	Mtb BioA inh	GDH-TPI counter	BoNT-F LC inh	CCHF vOTU inh
CC(C)C(OC(=O)CCCC(=O)Nc1nccs1)C(=O)NC1CCCCC1 (stereo not given)	-3	-1.3	3	9	3	-0.8	.	-2	-2	4
Clc1cccc(N=C2NN=C(c3ccc4c(c3)OCCO4)CS2)c1	-12	-1.8	2	-2	-2	1.2	0.3	17	-15	.
C[C@H](CO)N1C[C@H](C)[C@H](CN(C)C(=O)Nc2ccc(F)cc2)Oc2c(NC(=O)c3ccc(-c4nccs4)cc3)cccc2C1=O	3	-1.2	.	-3	2	1.2	-2.7	20	-6	-1
CC(=O)Nc1ccc(N2CCCC(C)C2)c([N+](=O)[O-])c1 (stereo not given)	-3	1.8	21	7	2	-1.3	.	4	-2	-2
Cn1cc(-c2coc3c(C(=O)Nc4ccccc4)cccc23)cn1	.	-1.5	.	.	0	.	3.2	7	-6	-7
C=CCNC(=O)c1ccccc1NC(=O)c1ccc(Cl)c(S(=O)(=O)Nc2cccc(C)c2C)c1	0	-1.2	-5	-94	3	2.4	0.0	5	-3	11
COc1ccccc1NC(=O)Nc1ccc(Cc2ccncc2)cc1	8	-2.2	19	10	1	0.9	.	-9	-5	-10
CCCCN(C)CCCNC(=O)CS(=O)Cc1nc(-c2ccc(OC)c(OC)c2)oc1C (stereo not given)	0	-1.7	24	-3	7	-1.5	1.3	-5	2	12
COc1cc(C(=O)Nc2ccc(O)cc2C(=O)O)ccc1OC(C)=O	1	-2.8	22	-9	-5	1.3	.	-5	32	3
CCN(c1ccccc1)S(=O)(=O)c1ccc(NN)nc1	-2	-3.5	.	6	5	-1.1	1.1	19	-1	14
CCOc1ccccc1NC(=O)CCS(=O)(=O)c1ccc(Br)cc1	5	.	23	-3	0	0.0	-0.5	5	?	1
O=C(NC1CC1)c1sc2ccccc2c1Cl	29	-4.0	-5	-3	-1	-2.8	0.1	-7	3	1
CN1CCN(S(=O)(=O)Cc2ccccc2Cl)CC1	1	0.9	14	-3	0	1.7	1.0	13	19	-2
CC(=O)N1CCN(C(=O)CCC(=O)O)CC1	4	-2.2	9	10	1	-4.6	.	6	-7	3
C/C=C/c1ccc(OCCSc2nc(C)cc(=O)[nH]2)c(OC)c1	-8	0.4	8	-4	1	1.7	-0.7	0	-9	3
C=C(C)CNC(=S)Nc1nc2c(cc1C(=O)OCC)CCCC2	4	0.4	-16	.	0	.	-0.6	11	-10	-4
Cc1cc(C)nc(SCC(=O)N(C)CC(=O)Nc2ccccc2Br)n1	2	-2.5	.	0	3	-0.9	-0.4	7	15	3
Cc1ccc(C)c(N2CCN(C(=O)CNS(=O)(=O)c3cccs3)CC2)c1	-6	-0.6	31	-1	0	0.3	2.3	-4	-1	-8
O=c1c2ccccc2ncn1Cc1ccc2c(c1)OCO2	2	0.2	-16	-2	0	-0.6	0.7	-7	?	7
CC(=O)c1sc(C(=O)O)c(-c2ccco2)c1-c1ccco1	3	-2.7	27	1	0	1.9	.	3	?	-1
C[C@H](CO)N1C[C@H](C)[C@@H](CN(C)S(=O)(=O)c2cn(C)cn2)Oc2ccc(NS(=O)(=O)c3ccccc3)cc2C1=O	7	-0.2	.	3	1	1.0	-1.3	9	7	3
CN(C)c1ccc(CNn2cnnc2SCc2ccc(F)cc2)cc1	-9	1.4	7	0	4	1.4	7.8	-6	-1	-7
CCOCCn1c(=O)c2c(nc3n2CCCN3Cc2ccccc2)n(C)c1=O	8	0.5	-20	-15	0	1.9	1.2	-1	22	-7
COc1ccc(C(=O)Nc2ccncc2)cc1[N+](=O)[O-]	-13	-0.1	9	.	1	0.3	0.4	6	?	6
NC(=O)CSc1cn(CCNC(=O)c2cccs2)c2ccccc12	4	-3.9	18	1	0	3.0	-0.2	-5	-4	2
CCOC(=O)Cc1csc(NC(=O)COc2ccc3c(c2)CCC3)n1	-2	-2.0	-2	-6	-2	-1.7	0.1	0	-4	-2
COc1ccc(NC2CCCN(C(=O)CCN3CCCC3=O)C2)cc1 (stereo not given)	1	0.3	6	-1	-1	0.0	1.2	-2	5	-1
COc1cc2oc(=O)c3c(c2cc1OCC(=O)c1c(C)n(C)c2ccccc12)CCCC3	-30	-1.0	-10	-1	2	-0.1	.	-1	-1	-27
O=C(CCNS(=O)(=O)c1ccccc1F)N1CCN(S(=O)(=O)c2cccc(F)c2)CC1	-3	-4.2	.	9	2	2.6	1.0	11	.	-10
CCOC(=O)c1c(C)[nH]c(C(=O)OCC(=O)NCc2ccc(C)cc2)c1C	-9	-1.1	.	-19	1	-0.8	0.0	0	13	-4
CC(C)CSc1n[nH]c(N)n1	3	0.6	29	-1	1	1.7	.	3	1	-7
Cc1ccc(S(=O)(=O)N2CCCCC2)cc1NC(=O)CCN1C(=O)C2CC=CCC2C1=O (stereo not given)	5	.	.	-7	-2	-0.6	-0.2	-4	-2	15
Cn1cccc1/C=C1\CC(C(C)(C)C)C/C(=C\c2cccn2C)C1=O (stereo not given)	108*	-0.8	-24	-8	-2	0.9	.	13	-4	-12
COc1ccc(CCNC(=O)CN2C(=O)COc3ccc(S(=O)(=O)N4CCOCC4)cc32)c(OC)c1	8	-6.0	15	-2	1	-1.4	2.1	-13	-6	2
Cc1csc(CN(C)C(=O)C2CCC(=O)N(Cc3ccc(Cl)cc3)C2)n1 (stereo not given)	-2	-4.1	-13	-4	-3	0.8	0.9	5	-1	5
COCc1ccc(CN2CCC(Oc3ccc(C(=O)NCc4ccccn4)cc3)CC2)o1	4	-2.6	4	.	0	-0.9	-1.0	0	6	-5
COc1ccc(-c2nc(SCc3ccccc3)n(C(=O)c3ccco3)n2)cc1	-7	-3.2	-4	-15	1	1.9	8.7	-2	-17	-4
Cc1cc(Br)ccc1OCCCCN1CCCCC1	-1	-3.1	4	-4	-1	-1.4	-21	2	-1	-10
O=C(O)CN1C(=O)C2C3CC(C2C1=O)C1C(c2ccc(Cl)cc2)c2sc(=O)[nH]c2SC31 (stereo not given)	2	-2.5	27	-3	1	1.0	.	4	-4	2
CCn1c(SCC(=O)N/N=C/C=C\c2ccccc2[N+](=O)[O-])nnc1-c1ccccc1	3	-2.7	44	-2	-1	2.6	-1.0	18	-2	18
COc1ccc(CN2CCN(Cc3ccccc3F)CC2)c(OC)c1	4	-4.6	7	-2	7	1.8	0.5	-3	10	7
COc1ccccc1C(=O)N1CCN(Cc2cccnc2)CC1	4	-0.7	-8	-2	0	-0.7	-1.6	-3	15	0
C#CCCOC(=O)Nc1ccccc1	4	-3.9	1	15	-1	-2.3	-0.1	11	?	-13
CC(NS(=O)(=O)c1ccc(Cl)c(Cl)c1)C(=O)OCC(=O)Nc1ccc2c(c1)OCO2 (stereo not given)	-8	-3.1	11	-7	-2	0.5	1.1	-2	-9	7
CCOc1cc(N2CCOCC2)c(OCC)cc1NC(=O)CSc1ncccc1C(=O)O	-2	-0.4	.	5	-2	1.4	0.8	3	-4	29
COc1ccc(CNc2ccc(N3CCOCC3)cc2)cc1	8	-3.0	-11	5	-1	-0.9	4.2	16	11	-10
COc1ccc(N2CCN(C(=O)c3ccc(CS(=O)Cc4ccc(C)cc4)o3)CC2)cc1 (stereo not given)	2	0.3	-31	-10	2	-5.7	0.4	8	-3	6
Nc1ncnc(NCc2ccccc2)c1[N+](=O)[O-]	0	-1.7	5	-2	0	-0.2	.	19	0	-5
CCOC(=O)c1c(-c2cccs2)csc1NC(=O)CN1CC(C)OC(C)C1 (stereo not given)	-17	-1.4	4	-14	-1	-0.3	0.6	-3	-2	15
CC(C)CNC(=O)NC(=O)COc1ccc(C=O)cc1	6	0.1	-20	4	2	1.2	-0.5	13	-50	13
Cc1nnc(SCC(=O)NC2CC2)n1-c1ccccc1	-2	-1.6	-11	2	-2	-4.8	-0.9	3	9	23
CCOC(=O)c1c(-c2ccc(C)cc2)csc1/N=C(\C)C1=C(O)c2ccccc2C1=O	-12	0.6	5	3	-3	-3.7	0.4	-2	?	-6
Cc1cccc(N2CCN(C(=O)c3cc4c(=O)[nH]c5ccccc5c4n3C)CC2)c1C	-15	-1.6	.	0	0	-0.6	-0.3	4	-13	-4
O=C(CN1CCOCC1)Nc1ccc(Cl)cc1	5	-2.0	8	2	1	-2.4	5.5	-9	?	-14
COCCNC(=O)c1ccccc1NC(=O)c1ccccc1N(C)S(C)(=O)=O	-13	-0.6	-7	5	4	2.2	-0.6	-2	-12	-6
COc1cc(OC)c(C2SCCCS2)cc1OC	3	-0.4	2	12	0	-1.1	.	5	-20	26
Cc1ccc(-n2nc3c([n+]2[O-])CCc2c-3no[n+]2[O-])cc1	-1	-4.6	17	4	-2	1.1	-0.9	-10	-2	-1
CCCCC(=O)Nc1ccc(C(=O)Nc2cccnc2)cc1	4	-0.4	-2	3	1	-2.4	6.5	20	-5	-1
O=C(NCc1ccncc1)C(=O)NCC1OCCN1S(=O)(=O)c1ccc(Cl)cc1 (stereo not given)	2	-0.8	10	-6	0	-1.7	-0.9	-2	-10	11
CC(=O)Nc1ccc(S(=O)(=O)NCCc2ccc3c(c2)OCCO3)cc1	-9	-2.2	.	.	-5	.	-1.3	-1	-5	-2

Next section
SMILES	MazEF act	FadD28 binding	VHR inh abs	Rv3671c inh	Mtb FBA inh	Mtb UGM inh	Mtb BioA inh	GDH-TPI counter	BoNT-F LC inh	CCHF vOTU inh
N#CCCCC1(CCCC#N)OCCO1	16	-3.6	.	.	-1	.	.	-2	-7	4
O=C(O)COc1ccc2occ(C(=O)c3ccccc3)c2c1	-9	-1.7	6	-1	1	0.3	1.2	-3	-10	.
CC(NCc1cccs1)c1ccccc1 (stereo not given)	-3	1.2	-3	-6	3	-1.4	.	-7	0	14
N#CCOC(=O)c1cc(S(=O)(=O)N2CCCCC2)ccc1N1CCOCC1	1	-2.1	.	4	-1	-0.5	0.3	6	.	7
Cc1ccc(S(=O)(=O)Nc2cccc3ncccc23)cc1	0	-0.9	18	-2	7	2.1	-3.6	11	-2	-9
O=C(N/N=C/c1ccccc1F)c1csc2c1CCCC2	-5	-1.8	0	-5	2	2.3	-1.5	-7	-8	18
CC1(C)N=C2C(=[N+]1[O-])CCC/C2=N\O	1	-3.3	-5	-9	0	2.7	-0.6	-6	7	-19
Cc1cc(C(=O)CCC(=O)N2CCN(c3ccccc3F)CC2)c(C)s1	2	-2.0	-16	6	-1	-0.8	.	-6	-3	9

Rewritten in CSV form: part of the list above
structure,MazEF act,FadD28 binding,VHR inh abs,Rv3671c inh,Mtb FBA inh,Mtb UGM inh,Mtb BioA inh,GDH-TPI counter,BoNT-F LC inh,CCHF vOTU inh
CC(NCc1cccs1)c1ccccc1 (stereo not given),-3,1.2,-3,-6,3,-1.4,.,-7,0,14
N#CCOC(=O)c1cc(S(=O)(=O)N2CCCCC2)ccc1N1CCOCC1,1,-2.1,.,4,-1,-0.5,0.3,6,.,7
Cc1ccc(S(=O)(=O)Nc2cccc3ncccc23)cc1,0,-0.9,18,-2,7,2.1,-3.6,11,-2,-9
O=C(N/N=C/c1ccccc1F)c1csc2c1CCCC2,-5,-1.8,0,-5,2,2.3,-1.5,-7,-8,18
